# Screens deposited in PubChem BioAssay by The Scripps Research Institute Molecular Screening Center.
# ADAM17 inh: inhibitors of human ADAM17. AID 720648. recombinant ADAM17, EDANS/DABCYL FRET peptide cleavage. actives 0.83% (n = 370,000). inhibition, % at 6.95 µM. P78536;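 active = inhibition above the mean of compounds lying between control limits plus 3 SD, set per campaign, cut at about 8.5% in these data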;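 note: 0% = DMSO-only wells as the low control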
# SIAE primary: inhibitors of human sialic acid acetylesterase SIAE; Q9HAT2; inhibition, % at 9.66 µM; AID 1053197; SIAE FP-Rh probe binding, fluorescence polarization; actives 0.69% (n = 370,000);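 active = inhibition above a cutoff: mean of compounds within the control limits plus 3 SD of those, cut at about 17% in these data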;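 note: 0% = plate median of compound wells and 100% = probe without SIAE protein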
# PLC-gamma1 inh: inhibitors of human phospholipase C gamma1 | inhibition, % at 12.2 µM | purified PLC-gamma1, fluorogenic substrate, fluorescence | AID 720700 | actives 0.84% (n = 370,000); in the data active = inhibition above about 9.5%
# DDE Tn6 FP inh: disrupts Tn6 cyclic peptide binding to fibrin D-Dimer-E complex. P02675. Fibrin DD(E) TRITC-Tn6 fluorescence polarization displacement. inhibition, % at 8.3 µM. actives 0.21% (n = 370,000). AID 720509;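 active = inhibition above a per-campaign cutoff: mean of compounds within control limits plus 3 SD, cut at about 15% in these data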;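 note: 0% = median of all compound wells on the plate and 100% = blocking peptide control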
# PLCb3 inh: inhibitors of human phospholipase C beta3; AID 720704; Purified PLC-beta3, fluorogenic substrate, fluorescence; inhibition, % at 12.2 µM; actives 0.18% (n = 370,000); in the data active = inhibition above about 11%;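 note: 0% = median of compound wells on plate and 100% = full blocker control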
# ASAP1 inh: blocks human ASAP1-stimulated Arf1 GTP hydrolysis. Q9ULH1. inhibition, % at 16.5 µM. GDP FP detection. actives 0.19% (n = 360,000); in the data active = inhibition above about 25%;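 note: 0% = vehicle with enzyme and substrate and 100% = no enzyme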
# TDP2 inh: TDP2 (human) inhibition, absorbance primary screen | recombinant TDP2, T5PNP hydrolysis, p-nitrophenol absorbance 415 nm | actives 0.34% (n = 370,000) | inhibition, % at 12.8 µM;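 active = inhibition above the mean of all tested compounds plus 3 SD, set per campaign, cut at about 25% in these data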;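 note: 0% = DMSO with enzyme and 100% = buffer with substrate but no TDP2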
# Target sequence (O95551 whole entry, looked up): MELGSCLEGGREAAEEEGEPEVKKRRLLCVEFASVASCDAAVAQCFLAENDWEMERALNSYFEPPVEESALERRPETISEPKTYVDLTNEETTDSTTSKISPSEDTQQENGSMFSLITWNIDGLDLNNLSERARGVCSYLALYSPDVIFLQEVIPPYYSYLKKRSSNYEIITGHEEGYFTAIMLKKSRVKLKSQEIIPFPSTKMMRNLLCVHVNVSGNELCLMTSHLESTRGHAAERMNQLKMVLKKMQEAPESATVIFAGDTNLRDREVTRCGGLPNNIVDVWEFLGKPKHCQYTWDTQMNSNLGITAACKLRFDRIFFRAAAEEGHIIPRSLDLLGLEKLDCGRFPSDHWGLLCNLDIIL
#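 test system = human TDP2 enzyme | input = TDP2 enzyme at 120 nM final | medium = 50 mM Tris-HCl pH 7.5 with Mg2+, KCl, DTT, BSA | also added = T5PNP substrate, 5 mM | times = 2 h at 37 °C | technique = epi absorbance | benchmarks = high control without enzyme, low control DMSO plus TDP2 | replication = each compound tested once, singlicate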
# ADAM10 inh: inhibitors of human ADAM10 | inhibition, % at 7 µM | actives 0.62% (n = 370,000) | recombinant ADAM10, EDANS/DABCYL FRET peptide cleavage, 3 h;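 active = inhibition above a per-campaign cutoff equal to the mean of compounds falling between control-based bounds plus 3 SD, cut at about 20% in these data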;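 note: 0% = DMSO wells while the 100% control is not disclosed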
# Target sequence (O14672 214-748 limits assumed): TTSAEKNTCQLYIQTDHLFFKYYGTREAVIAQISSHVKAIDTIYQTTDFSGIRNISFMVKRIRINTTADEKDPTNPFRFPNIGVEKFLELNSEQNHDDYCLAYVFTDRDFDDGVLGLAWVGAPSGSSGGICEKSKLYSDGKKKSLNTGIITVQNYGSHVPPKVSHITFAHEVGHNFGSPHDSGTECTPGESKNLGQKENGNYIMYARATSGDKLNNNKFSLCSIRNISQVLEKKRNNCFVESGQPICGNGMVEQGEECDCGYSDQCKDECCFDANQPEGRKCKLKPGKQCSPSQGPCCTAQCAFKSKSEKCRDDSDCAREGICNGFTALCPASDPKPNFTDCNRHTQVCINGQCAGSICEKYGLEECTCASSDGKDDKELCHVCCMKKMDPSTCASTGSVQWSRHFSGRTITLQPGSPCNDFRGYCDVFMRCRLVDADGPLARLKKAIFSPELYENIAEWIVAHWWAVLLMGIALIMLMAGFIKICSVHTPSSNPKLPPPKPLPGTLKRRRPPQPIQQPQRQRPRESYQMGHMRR
# Tn7 DDE FP: inhibitors of Tn7 peptide binding to human fibrin DD(E); actives 0.13% (n = 370,000); inhibition, % at 8.3 µM; P02675; FP displacement of FITC-Tn7 peptide from fibrin DD(E); 0% = median of compound wells per plate;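 active = inhibition above the mean of compounds falling within the control limits plus 3 SD of them, cut at about 14% in these data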;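 note: 0% = plate median of compound wells and 100% = 10 µM Aha-Tn7 peptide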
#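 Assay system: Human fibrin DD(E) protein | Medium: Tris buffer with calcium and detergent, pH 7.8 | Reagent: 0.1 µM fluorescent Tn7 | Compound dosing: Single point at 8.3 µM | Times: 10 min preincubation, 3 h with tracer, room temperature | Detection: Fluorescence polarization of the labelled Tn7 tracer | Controls: Aha-Tn7 high control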
# ARFGAP1 inhibitor: inhibits rat ARF GTPase activating protein 1 | Q62848 | Arfgap1-stimulated ARF1 GTP hydrolysis, GDP FP detection | actives 0.26% (n = 360,000) | inhibition, % at 16.5 µM;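 active = inhibition above a per-plate limit, mean inhibition of low control wells plus 3 SD, cut at about 25% in these data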;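 note: 0% = DMSO wells with enzyme and 100% = wells lacking Arfgap1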
# Target sequence (Q62848 1-136 limits assumed): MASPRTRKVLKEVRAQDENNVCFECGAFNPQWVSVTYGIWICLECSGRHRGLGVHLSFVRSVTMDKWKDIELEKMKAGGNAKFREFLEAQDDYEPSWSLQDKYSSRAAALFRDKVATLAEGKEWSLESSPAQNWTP
#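 Material – truncated rat Arfgap1 GAP domain · Buffer or medium – HEPES-based buffer, pH 7.5 · Reagent – human ARF1(Δ1-17)-GTP substrate · Dosing – 16.5 µM single point, 1.26% DMSO · Schedule – GTP hydrolysis reaction 2 h at 25 °C · Technique – GDP detection by fluorescence polarization · Benchmarks – No-Arfgap1 wells (100%) versus DMSO full-reaction wells (0%) · Repeats – single replicate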
# An asterisk follows results filed as active; i = inactive; / = not tested or not shown; & = joins results of further samples.
SMILES,ADAM17 inh,SIAE primary,PLC-gamma1 inh,DDE Tn6 FP inh,PLCb3 inh,ASAP1 inh,TDP2 inh,ADAM10 inh,Tn7 DDE FP,ARFGAP1 inhibitor
CCOC(=O)CC(=O)CSc1ncnc2c1nnn2-c1ccc(OC)cc1,4,1,-19,4,-38,3,1,7,1,4
Cc1cccc(C(=O)NCC(C)NC(=O)c2cccc(C)c2)c1 (stereo not drawn),4,-5,1,-6,-3,-9,15,4,-4,3
COc1ccc(S[C@]2(C(=O)NCCc3ccccc3)CC(=O)N[C@@H]2c2ccc(OC)cc2)cc1,7,4,5,0,7,/,2,9,5,/
CC(Oc1ccc2c(-c3ccccc3)cc(=O)oc2c1)C(=O)NCC1CCC(C(=O)O)CC1 (stereo not drawn),-1&-4,-1&3,-3&-2,-7&2,-5&-5,8&-3,1&-4,-15&-21,-8&3,13&-3
COc1ccc(C(CNC(=O)c2ccc3c(c2)C(=O)N(CCC(C)C)C3=O)N2CCOCC2)cc1 (stereo not drawn),-5,1,1,-9,-2,-2,5,-4,6,-9
O=C(CSc1nc2ccccc2n1Cc1ccccc1Cl)NN=C/C(Br)=C/c1ccccc1,1,-9,-1,-8,-1,/,-5,-4,-4,/
Cc1cc2nc(-c3ccc[nH]c3=O)n(Cc3cccc(F)c3)c2cc1C,-458,0,i,4,i,-16,-5,i,-4,6
COc1cc(-c2cc(C(=O)NCCc3ccc(S(N)(=O)=O)cc3)c3ccccc3n2)cc(OC)c1OC,-6,-4,-119,4,-166,-4,-3,-25,9,-4
COc1ccc(S(=O)(=O)N2CCC(C(=O)O)(c3ccccc3)CC2)cc1,1,1,7,-6,-1,8,5,4,-8,4
CCOc1ccc(N(CC(=O)NCc2ccccc2Cl)S(=O)(=O)c2c(C)[nH]c(=O)[nH]c2=O)cc1,-3,0,-2,-3,-5,1,8,14,1,1
CCc1ccc(NC2=CC(=O)CC(C)(C)C2)cc1,6,-3,0,8,-6,4,-5,2,1,6
COc1ccccc1C(=O)NC(=S)Nc1ccc(N2CCCC2)cc1,5,2,-22,12,-3,-6,-5,7,2,7
Cc1ccccc1OCCn1cc(C(=S)N2CCCC2)c2ccccc21,0,-5,-2,-3,1,6,-9,2,2,10
CC(C)C(=O)N1CCC(CN=CC2=C(O)CC(C)(C)CC2=O)CC1,-6,9,0,-2,5,-8,-11,-12,-3,-2
O=C1NC(Cc2ccccc2)c2nc3ccc(Cl)cc3c(=O)n2-c2ccc(Cl)cc21 (stereo not drawn),-7,-15,-32,-4,-50,-1,3,-28,-2,-9
Cc1ccc(-c2csc3ncn(Cc4ccc(C(=O)O)cc4)c(=O)c23)cc1C,-4,-4,-1,3,-3,4,0,-5,7,2
CCN(C(=O)c1ccc(C)c(Br)c1)c1ccccc1,0,-5,-4,1,-2,-5,-12,3,1,-5
C[C@H](NC(=O)OCc1ccccc1)C(=O)NNC(=O)[C@H](Cc1ccccc1)NC(=O)OC(C)(C)C,2,3,0,-1,4,-3,3,3,-5,6
CCOC1=C2[C@H](c3ccc(C)cc3)N(S(=O)(=O)c3ccc(C)cc3)C[C@H]2n2c(=O)n(-c3ccccc3)c(=O)n2C1,-4,5,1,10,1,-7,-4,-9,4,6
COc1ccc(C2OCC3(CO2)SC(=O)NC3=O)cc1 (stereo not drawn),1,-1,2,-1,3,-9,-7,1,-6,-19
Cc1cc(OCC(=O)NCCN2CCOCC2)c2c(C)c(C)c(=O)oc2c1,-106,2,-118,-4,-191,1,-4,-312,6,7
CN1C(=O)C2(NCCc3c2[nH]c2ccccc32)c2ccccc21 (stereo not drawn),0,-1,3,7,0,-14,2,0,1,17
CCCCN1CC(=O)N2[C@H](C[C@@]3(C)c4ccccc4N(S(=O)(=O)c4ccccc4)[C@@H]23)C1=O,-4,3,-3,-4,2,/,5,-3,-2,/
COc1ccc(/C=C/C(=O)Nc2cc(S(=O)(=O)N3CCCCC3)ccc2N2CCCCC2)cc1OC,3,3,4,0,8,1,-7,12,2,-9
Cc1nn(Cc2cccc(C(=O)NC(C)c3ccc(C(C)(C)C)cc3)c2)c(C)c1[N+](=O)[O-] (stereo not drawn),5,-10,5,1,2,4,-5,14,-10,-4
CCO/C=C1\N=C(c2ccc(F)cc2)OC1=O,-1,2,3,0,2,-5,10,-7,4,2
Cc1cc(C)nc(SCc2cc(=O)c(OC(=O)c3ccco3)co2)n1,-3,-4,0,-8,-1,-14,7,-12,5,1
CC(=O)Nc1ccc(NC(=O)C(C)OC(=O)CCCc2c[nH]c3ccccc23)cc1 (stereo not drawn),-2,-4,2,2,-3,6,-3,-16,2,24
CCOC(=O)C(=CNc1ccccc1C)C(=O)OCC,-2,2,0,-5,-3,-8,-7,-4,-1,-3
O=C(NC1=NCCS1)C1COc2ccccc2O1 (stereo not drawn),-5,-1,-3,0,1,-6,9,0,2,2

# 14 structures from above, arranged by molecular weight, rising:
SMILES,ADAM17 inh,SIAE primary,PLC-gamma1 inh,DDE Tn6 FP inh,PLCb3 inh,ASAP1 inh,TDP2 inh,ADAM10 inh,Tn7 DDE FP,ARFGAP1 inhibitor
CCO/C=C1\N=C(c2ccc(F)cc2)OC1=O,-1,2,3,0,2,-5,10,-7,4,2
O=C(NC1=NCCS1)C1COc2ccccc2O1 (stereo not drawn),-5,-1,-3,0,1,-6,9,0,2,2
CCOC(=O)C(=CNc1ccccc1C)C(=O)OCC,-2,2,0,-5,-3,-8,-7,-4,-1,-3
COc1ccc(C2OCC3(CO2)SC(=O)NC3=O)cc1 (stereo not drawn),1,-1,2,-1,3,-9,-7,1,-6,-19
CN1C(=O)C2(NCCc3c2[nH]c2ccccc32)c2ccccc21 (stereo not drawn),0,-1,3,7,0,-14,2,0,1,17
CCN(C(=O)c1ccc(C)c(Br)c1)c1ccccc1,0,-5,-4,1,-2,-5,-12,3,1,-5
CC(C)C(=O)N1CCC(CN=CC2=C(O)CC(C)(C)CC2=O)CC1,-6,9,0,-2,5,-8,-11,-12,-3,-2
Cc1cc(C)nc(SCc2cc(=O)c(OC(=O)c3ccco3)co2)n1,-3,-4,0,-8,-1,-14,7,-12,5,1
Cc1cc(OCC(=O)NCCN2CCOCC2)c2c(C)c(C)c(=O)oc2c1,-106,2,-118,-4,-191,1,-4,-312,6,7
Cc1ccc(-c2csc3ncn(Cc4ccc(C(=O)O)cc4)c(=O)c23)cc1C,-4,-4,-1,3,-3,4,0,-5,7,2
CC(=O)Nc1ccc(NC(=O)C(C)OC(=O)CCCc2c[nH]c3ccccc23)cc1 (stereo not drawn),-2,-4,2,2,-3,6,-3,-16,2,24
O=C1NC(Cc2ccccc2)c2nc3ccc(Cl)cc3c(=O)n2-c2ccc(Cl)cc21 (stereo not drawn),-7,-15,-32,-4,-50,-1,3,-28,-2,-9
CCCCN1CC(=O)N2[C@H](C[C@@]3(C)c4ccccc4N(S(=O)(=O)c4ccccc4)[C@@H]23)C1=O,-4,3,-3,-4,2,/,5,-3,-2,/
CCOC1=C2[C@H](c3ccc(C)cc3)N(S(=O)(=O)c3ccc(C)cc3)C[C@H]2n2c(=O)n(-c3ccccc3)c(=O)n2C1,-4,5,1,10,1,-7,-4,-9,4,6

# One compound at a time, from the list above. Order of values: ADAM17 inh	SIAE primary	PLC-gamma1 inh	DDE Tn6 FP inh	PLCb3 inh	ASAP1 inh	TDP2 inh	ADAM10 inh	Tn7 DDE FP	ARFGAP1 inhibitor
# COc1ccc(/C=C/C(=O)Nc2cc(S(=O)(=O)N3CCCCC3)ccc2N2CCCCC2)cc1OC reads 3	3	4	0	8	1	-7	12	2	-9
# C[C@H](NC(=O)OCc1ccccc1)C(=O)NNC(=O)[C@H](Cc1ccccc1)NC(=O)OC(C)(C)C reads 2	3	0	-1	4	-3	3	3	-5	6

# Continuation.
SMILES,ADAM17 inh,SIAE primary,PLC-gamma1 inh,DDE Tn6 FP inh,PLCb3 inh,ASAP1 inh,TDP2 inh,ADAM10 inh,Tn7 DDE FP,ARFGAP1 inhibitor
CC(Sc1nc(-c2ccco2)nc2c1c(=O)n(C)c(=O)n2C)C(=O)O (stereo not drawn),-2,1,3,-3,-5,-3,16,-2,-1,-2
COc1ccc(C(=O)OCCN(C)C2CN(Cc3cn(Cc4ccccc4Cl)nn3)S(=O)(=O)C2)cc1OC (stereo not drawn),-4,2,-1,1,0,/,4,-4,-4,/
CCOC(CNC(=O)CN1C(=O)COc2ccc(S(=O)(=O)N3CCCC3)cc21)OCC,-2,-4,2,0,-3,0,6,-6,-7,15
CN(C)S(=O)(=O)c1ccc(NC(=O)CN2CCCCCC2)cc1,-1,-2,-3,2,-6,1,8,9,5,-9
O=C(O)c1cccc(Nc2nc(C(F)(F)F)nc3ccccc23)c1,-2,-10,-67,1,-73,-5,6,-2,-6,1
CC(=O)NC(=S)NNC(=O)c1ccc(Br)cc1,-2,4,-2,-1,-2,1,5,-2,5,-9
COc1cccc(-c2cc(C(=O)Nc3cccnc3)c3ccccc3n2)c1,4,-10,-26,-6,-36,-4,-1,0,-4,4
CN(c1ccc(F)cc1)S(=O)(=O)c1ccc(Cl)c(C(=O)OCC(=O)NCc2ccco2)c1,0,-1,3,-4,-5,-2,24,-4,4,-4
CCC(=O)Nc1ccc(C(=O)NNC(=O)c2cccs2)cc1,-1,3,-4,1,1,-1,1,-7,4,-8
CC(C)OC(=O)/C(=C/c1ccc2c(c1)c1ccccc1n2C)NC(=O)c1ccccc1,0,-3,-74,-4,-74,8,-3,-17,2,1
Cc1ccc(C2=NN(C(=O)CSc3nc4ncc(Cl)cc4[nH]3)C(c3ccco3)C2)cc1 (stereo not drawn),0,-1,6,4,0,-4,-8,5,-4,-4
Cc1ccc(C(=O)NC(=S)Nc2cccnc2Cl)cc1,-4,2,-3,-6,-10,-5,4,-2,-6,11
CCOc1ccc(NC(=O)COC(=O)CCS(=O)(=O)c2ccc(C)cc2)cc1,-1,6,4,-4,-2,2,12,2,5,0
N=c1n(CCO)c2ccccc2n1CCOc1ccccc1,-3,-6,4,-4,3,3,-13,-12,-6,12
COCCNC(=O)CSc1nc2ccc(N3CCOCC3)cc2c(=O)n1Cc1ccc(OC)cc1,-79,3,-458,1,i,-2,2,-203,2,2
COc1cc(C2c3cc4c(cc3OC(C)(N3CCCC3)C2C)OCO4)cc(OC)c1OC (stereo not drawn),0,5,-4,1,3,3,0,-3,3,-4
CC1CCCN(CC(=O)Nc2cc(Cl)ccc2Oc2ccccc2)C1 (stereo not drawn),-2,-2,-2,0,-3,10,16,5,7,0
COCc1ccc(CN2CCC(n3nccc3NC(=O)C(OC)c3ccccc3)CC2)o1 (stereo not drawn),-1,7,2,-1,-4,5,-1,9,1,4
